Screening results deposited in PubChem BioAssay by National Center for Advancing Translational Sciences (NCATS).
EPAC2 ag = agonists of human EPAC2 (RAPGEF4). AID 720711. actives 0.079% (n = 360,000). EPAC2 activation, biochemical qHTS; response scale: 100% = 6.5 mM cAMP response. Potency, µM (titrated, usually from 154 µM), for the others: top-dose activation, usual class: activators. Q8WZA2; note: potency is the fitted concentration of half-maximal effect; nearly all actives have a fitted effect of over 50% in size
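EPAC2 (100 nM) mixed with Rap1B loaded with BODIPY-GDP (250 nM) plus 50 uM unlabeled GDP; compounds pinned in, 5 min RT, then read every 5 min for 30 min (ex 480, em 540 nm). Normalized to cAMP control.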
PLK1 PBD inh = PLK1 (human) polo-box domain binding inhibition; Potency, µM, without a hit: max response, negative = inhibition, most hits filed as inhibitors; actives 2.8% (n = 360,000); AID 720504; Plk1 PBD binding of FITC phosphopeptide, fluorescence polarization; P53350; note: potency is the fitted concentration of half-maximal effect; series mostly up to about 57 µM; % is set by controls: 0 for no effect and ±100 for the full control effect; nearly all actives have a fitted effect of over 65% in size
Target sequence (P53350 whole entry, looked up, the tested form may be a part): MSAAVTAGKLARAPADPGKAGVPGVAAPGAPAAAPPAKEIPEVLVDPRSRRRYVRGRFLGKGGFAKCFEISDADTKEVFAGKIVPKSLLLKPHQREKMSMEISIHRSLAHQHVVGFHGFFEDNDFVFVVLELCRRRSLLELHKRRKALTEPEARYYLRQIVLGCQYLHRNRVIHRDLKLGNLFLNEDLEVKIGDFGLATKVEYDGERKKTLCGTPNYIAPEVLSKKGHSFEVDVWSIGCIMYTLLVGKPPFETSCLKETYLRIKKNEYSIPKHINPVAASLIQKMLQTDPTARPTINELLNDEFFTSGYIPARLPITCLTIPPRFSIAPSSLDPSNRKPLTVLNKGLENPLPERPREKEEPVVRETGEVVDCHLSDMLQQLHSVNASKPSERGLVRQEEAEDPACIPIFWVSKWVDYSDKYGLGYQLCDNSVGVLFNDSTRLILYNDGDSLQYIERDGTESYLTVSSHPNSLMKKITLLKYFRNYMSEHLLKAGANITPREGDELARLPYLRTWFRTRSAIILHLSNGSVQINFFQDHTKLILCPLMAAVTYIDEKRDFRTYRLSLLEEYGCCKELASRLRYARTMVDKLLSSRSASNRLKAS
PI5P4K alpha inh = PI5P4K alpha (human) kinase inhibition; PI5P4Kalpha enzyme, ADP-Glo luminescence, 60 min; hits give low values; max response, %; actives 1.2% (n = 330,000); AID 652105; active = max response of -50% or lower; inconclusive = between -30% and -50%; inactive = -30% or higher; note: value at the top dose of about 77 µM; % is set by controls: 0 for no effect and ±100 for the full control effect
Target sequence (P48426 whole entry, looked up): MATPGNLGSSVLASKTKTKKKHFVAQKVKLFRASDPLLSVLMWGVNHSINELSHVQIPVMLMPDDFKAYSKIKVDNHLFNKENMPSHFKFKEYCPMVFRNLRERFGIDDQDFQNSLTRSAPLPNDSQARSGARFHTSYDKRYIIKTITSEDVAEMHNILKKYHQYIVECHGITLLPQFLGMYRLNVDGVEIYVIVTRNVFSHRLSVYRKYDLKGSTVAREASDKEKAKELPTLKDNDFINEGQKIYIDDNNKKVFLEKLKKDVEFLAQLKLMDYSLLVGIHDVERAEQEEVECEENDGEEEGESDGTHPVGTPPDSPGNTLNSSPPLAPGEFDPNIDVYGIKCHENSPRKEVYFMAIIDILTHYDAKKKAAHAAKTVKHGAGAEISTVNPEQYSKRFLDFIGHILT
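Reactions run in 0.038 M HEPES pH 7.4, 0.28 mM EGTA, 0.1% CHAPS and 5% DMSO, with PI5P4Kalpha, substrate, compound and 5 microM ATP final, one hour at room temperature. Readout is ADP-Glo luminescence.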
EPAC1 agonist = activates human EPAC1 exchange factor | O95398 | EPAC1 agonist qHTS, biochemical assay; response scale: 100% = response to 6.5 mM cAMP | Potency, µM (doses to about 154 µM), without a hit: at the highest dose activation, actives largely listed as activators | actives 0.073% (n = 360,000); note: potency is the fitted concentration of half-maximal effect; nearly all actives have a fitted effect of over 60% in size
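EPAC1 100 nM, Rap1B–BODIPY-GDP 250 nM, unlabeled GDP 50 uM; compound titration; 5 min RT; kinetic read ex480/em540 at 5-min intervals ×30 min; data normalized to 6.5 mM cAMP agonist control.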
CCT modulator = cytosolic chaperonin activity modulation | actives 0.3% (n = 360,000) | purified chaperonin ATPase assay, HTRF ADP detection, 30 min | activity change, % (test concentration not listed), hits read low | AID 651819; in the data active = activity change below about -30%; note: % is set by controls: 0 for no effect and ±100 for the full control effect
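First, chaperonin was dispensed at 40 nM or 20 nM final depending on batch activity. Next, compounds were pinned at 76 uM and ATP added at 10 uM. After 30 min at 37 °C, ADP detection reagents ran 30 min at ambient temperature.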
IL2 activator = IL-2 activation. IL-2 activation reporter assay, cell-based qHTS; stimulated with anti-CD3/CD4/CD28 beads; in transgenic mouse T cells. actives 0.065% (n = 360,000). AID 652025. activation, % (series mostly up to about 46 µM); in the data active = activation above about 50%; inconclusive = mostly about 30% to 49%; note: 0% is about no effect
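Readout: EGFP and DsRed signals by fluorescent plate cytometry. Unstimulated transgenic mouse T cells received compound 60 min before antibody-bead stimulation, then incubated 18 h at 37 degrees C.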
EPAC1 antag = EPAC1 (human) antagonism. O95398. EPAC1 GEF assay, Rap1b-BODIPY-GDP exchange fluorescence. Potency, µM (series often up to 115 µM), without a hit: at the highest dose activity change, negative = inhibition, usual class: inhibitors. actives 0.14% (n = 360,000). AID 720709;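 note: potency is the fitted concentration of half-maximal effect; plate controls were vehicle for no effect and positive control for full effect; nearly all actives have a fitted effect of over 50% in size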
WRN helicase inh = WRN helicase (human) inhibition; AID 651768; WRN helicase unwinding, fluorescent forked duplex, kinetic; Potency, µM (highest dose often 114 µM), inactives show top-dose activity change, negative = inhibition, hits mostly inhibitors; Q14191; actives 0.46% (n = 360,000); note: potency is the fitted concentration of half-maximal effect; % is set by controls: 0 for no effect and ±100 for the full control effect; nearly all actives have a fitted effect of over 55% in size
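WRN at 20 nM final preincubated with compound 15 min at room temperature; reaction started with 100 nM fluorophore/quencher forked duplex oligonucleotide and 2 mM ATP final. Unwinding followed kinetically by red fluorescence (ex 525, em 598 nm).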
* = called active by the depositor; [ ] = another dose, or the depositor's remark. Unless noted, calls come from the whole dose curve; as a rule, active = well fitted curve in the direction sought with a large enough effect; inconclusive = small, poorly fitted or top-dose-only effect, or another doubt; inactive = no such curve, though single readings can be large; an effect the other way counts as inactive or inconclusive. These rows are one share of the data; rates above refer to the full screens.

For C#CCNC(=O)C1=C[C@H](C2CCCCC2)[C@@H](CCCO)[C@H](OCC)O1 the results were EPAC2 ag -1%, PLK1 PBD inh -26%, PI5P4K alpha inh 0, EPAC1 agonist -10%, CCT modulator -1.5, IL2 activator 3.5, EPAC1 antag -14% and WRN helicase inh -9%.
Screening Cc1ccc(C)c(OCC(=O)N2CCc3ccccc3C2)c1 returned EPAC2 ag 6%, PLK1 PBD inh -8%, PI5P4K alpha inh -2, EPAC1 agonist 10%, CCT modulator -1.7, IL2 activator -1.2, EPAC1 antag 9% and WRN helicase inh -7%.
For NS(=O)(=O)c1ccc(CNC(=O)c2ccc3c(c2)OCO3)cc1 the results were EPAC2 ag 2%, PLK1 PBD inh -4%, PI5P4K alpha inh 4, EPAC1 agonist 4%, CCT modulator 0.3, IL2 activator 0.7, EPAC1 antag -2% and WRN helicase inh -5%.
Screening COc1cc(C(=O)Nc2ccncc2)cc(OC)c1OC returned EPAC2 ag 9%, PLK1 PBD inh -3%, EPAC1 agonist 1%, CCT modulator -5.5, IL2 activator 1.5, EPAC1 antag 3% and WRN helicase inh -1%.
For CCCCN(C(=O)CSc1nnc(Nc2ccc(C)c(C)c2)s1)c1c(N)n(Cc2ccccc2)c(=O)[nH]c1=O the results were EPAC2 ag -8%, PLK1 PBD inh -11%, PI5P4K alpha inh -69*, EPAC1 agonist -13%, CCT modulator -2.8, IL2 activator -6.4, EPAC1 antag inconclusive and WRN helicase inh -19%.
O=c1[nH]n(CC2COC3(CCCCC3)O2)c(=O)c2ccccc12 (centres undefined) was read as EPAC2 ag 5%, PLK1 PBD inh -5%, EPAC1 agonist -8%, CCT modulator 1.6, IL2 activator 3.3, EPAC1 antag 15% and WRN helicase inh -3%.
For CC1CCCN(c2ccc([N+](=O)[O-])s2)C1 (centres undefined) the results were EPAC2 ag -1%, PLK1 PBD inh -22%, PI5P4K alpha inh -2, EPAC1 agonist -2%, CCT modulator -0.1, IL2 activator -0.2, EPAC1 antag -15% and WRN helicase inh 8%.
For CC1(C(=O)NCc2ccccc2)CCC(=O)N1C1CCN(Cc2ccccc2)CC1 (centres undefined) the results were EPAC2 ag 0%, PLK1 PBD inh -5%, PI5P4K alpha inh 6, EPAC1 agonist 11%, CCT modulator -1.2, IL2 activator -0.7, EPAC1 antag -6% and WRN helicase inh -5%.
Cc1[nH]c2ccccc2c1C(O)CN1CCN(c2cccc(C(F)(F)F)c2)CC1 (centres undefined) was read as EPAC2 ag 6%, PLK1 PBD inh -9%, PI5P4K alpha inh 17, EPAC1 agonist 0%, CCT modulator -1.7, IL2 activator -0.8, EPAC1 antag -22% and WRN helicase inh -16%.
`COc1ccc(CC(=O)Nc2nc(-c3cccnc3)cs2)cc1` gave EPAC2 ag -10%, PLK1 PBD inh -11%, PI5P4K alpha inh -1, EPAC1 agonist -10%, CCT modulator -6.7, IL2 activator -0.8, EPAC1 antag 13µM* and WRN helicase inh inconclusive.
For COc1ccc(C2(NC(C)=O)CCN(C(=O)c3ccco3)CC2)cc1 the results were EPAC2 ag 5%, PLK1 PBD inh -4%, PI5P4K alpha inh -2, EPAC1 agonist 3%, CCT modulator -1.5, IL2 activator -1.0, EPAC1 antag -5% and WRN helicase inh -4%.
`CCCNC(=O)c1cc(C2CCCN(C(=O)c3cc(C(C)(C)C)nn3C)C2)on1` (centres undefined) gave EPAC2 ag 4%, PLK1 PBD inh -1%, PI5P4K alpha inh -6, EPAC1 agonist -5%, CCT modulator 0.2, IL2 activator -0.4, EPAC1 antag 19% and WRN helicase inh 1%.
COc1ccc(CNC(=O)CN(C(=O)Cn2nnc(-c3ccccc3F)n2)c2ccc(C)cc2)cc1 was read as EPAC2 ag 7%, PLK1 PBD inh -4%, PI5P4K alpha inh 0, EPAC1 agonist -6%, CCT modulator -1.2, IL2 activator -0.4, EPAC1 antag -5% and WRN helicase inh -4%.
For O=C(CS(=O)CC(=O)N(c1cccc(F)c1)C(C(=O)NC1CCCCC1)c1ccco1)Nc1ccc(F)cc1 (centres undefined) the results were EPAC2 ag -22%, PLK1 PBD inh 3%, PI5P4K alpha inh 9, EPAC1 agonist -24%, CCT modulator 1.4, IL2 activator 0.4, EPAC1 antag -3% and WRN helicase inh -7%.
Cc1ccc(NC(=O)CN(C)C(=O)c2ccc(Cl)c([N+](=O)[O-])c2)cc1 was read as EPAC2 ag -8%, PLK1 PBD inh 22%, PI5P4K alpha inh 2, EPAC1 agonist -5%, CCT modulator -0.2, IL2 activator 2.7, EPAC1 antag -9% and WRN helicase inh -5%[57.1 µM].
COc1ccc(CSc2ncnc3sccc23)cc1F was read as EPAC2 ag 13%, PLK1 PBD inh -7%, PI5P4K alpha inh 2, EPAC1 agonist 7%, CCT modulator -9.4, IL2 activator 1.5, EPAC1 antag -7% and WRN helicase inh 2%.
`CS(=O)(=O)Nc1ccccc1C(=O)Nc1ccccc1Cl` gave EPAC2 ag 4%, PLK1 PBD inh 3%, PI5P4K alpha inh 0, EPAC1 agonist -3%, CCT modulator -1.3, IL2 activator -1.7, EPAC1 antag 7% and WRN helicase inh -5%.
`Cc1ccsc1C(=O)OCC(=O)Nc1c(C)n(C)n(-c2ccccc2)c1=O` gave EPAC2 ag -2%, PLK1 PBD inh -7%, PI5P4K alpha inh 5, EPAC1 agonist -3%, CCT modulator -0.9, IL2 activator -0.4, EPAC1 antag 12% and WRN helicase inh 8%.
O=C(Nc1ccc2nc(-c3cccnc3)[nH]c2c1)C12CC3CC(CC(C3)C1)C2 was read as EPAC2 ag -13%, PLK1 PBD inh -18%, PI5P4K alpha inh -1, EPAC1 agonist 2%, CCT modulator -2.0, IL2 activator -3.6, EPAC1 antag 7% and WRN helicase inh -1%.
CSc1ccc(C(C(C(=O)c2cccs2)N2CCOCC2)N2CCOCC2)cc1 (centres undefined) was read as EPAC2 ag 1%, PLK1 PBD inh -5%, PI5P4K alpha inh -6, EPAC1 agonist 12%, CCT modulator -1.7, IL2 activator -0.3, EPAC1 antag 5% and WRN helicase inh -7%.

By substructure: those above containing a furan ring, fused or not
For COc1ccc(C2(NC(C)=O)CCN(C(=O)c3ccco3)CC2)cc1 the results were EPAC2 ag 5%, PLK1 PBD inh -4%, PI5P4K alpha inh -2, EPAC1 agonist 3%, CCT modulator -1.5, IL2 activator -1.0, EPAC1 antag -5% and WRN helicase inh -4%.
For O=C(CS(=O)CC(=O)N(c1cccc(F)c1)C(C(=O)NC1CCCCC1)c1ccco1)Nc1ccc(F)cc1 (centres undefined) the results were EPAC2 ag -22%, PLK1 PBD inh 3%, PI5P4K alpha inh 9, EPAC1 agonist -24%, CCT modulator 1.4, IL2 activator 0.4, EPAC1 antag -3% and WRN helicase inh -7%.

New compounds follow
Cc1cccc[n+]1CC(=O)c1ccc([N+](=O)[O-])cc1 was read as EPAC2 ag -3%, PLK1 PBD inh 7%, PI5P4K alpha inh -3, EPAC1 agonist 2%, CCT modulator -0.2, IL2 activator -4.3, EPAC1 antag -6% and WRN helicase inh 1%[57.1 µM].
Screening COC(=O)[C@]12CCCCC=C1N(Cc1ccco1)C(=O)[C@H](CC(=O)N1CCN(C(=O)c3ccco3)CC1)C2 returned EPAC2 ag 11%, PLK1 PBD inh -8%, PI5P4K alpha inh 1, EPAC1 agonist 4%, CCT modulator -0.8, IL2 activator -0.5, EPAC1 antag 1% and WRN helicase inh 7%.
For COc1ccc(NC(=O)N(C)C[C@H]2Oc3ccc(NC(=O)Cc4ccccc4)cc3C(=O)N([C@H](C)CO)C[C@@H]2C)cc1 the results were EPAC2 ag 4%, PLK1 PBD inh -12%, PI5P4K alpha inh 1, EPAC1 agonist 0%, CCT modulator -1.3, IL2 activator -1.1, EPAC1 antag 2% and WRN helicase inh -1%.
For Clc1ccccc1OCc1nnc(-c2ccccc2)o1 the results were EPAC2 ag 9%, PLK1 PBD inh inconclusive, PI5P4K alpha inh 4, EPAC1 agonist -7%, CCT modulator -11, IL2 activator -1.2, EPAC1 antag -18% and WRN helicase inh -8%.
O=C(Nc1ccc(S(=O)(=O)N2CCOCC2)cc1)c1ccc(S(=O)(=O)N2CCOCC2)cc1 was read as EPAC2 ag 11%, PLK1 PBD inh -7%, PI5P4K alpha inh 3, EPAC1 agonist 0%, CCT modulator 0.8, IL2 activator 0.0, EPAC1 antag -3% and WRN helicase inh -1%.
CCN(C(=O)CSc1ccc2c(c1)OCCO2)C1CCS(=O)(=O)C1 (centres undefined) was read as EPAC2 ag -3%, PLK1 PBD inh -17%, PI5P4K alpha inh 0, EPAC1 agonist -3%, CCT modulator -3.0, IL2 activator 0.2, EPAC1 antag -3% and WRN helicase inh 5%.
Screening CN(C)CCOC1(Cc2ccc(F)cc2)CCC(C(C)(C)C)CC1 (centres undefined) returned EPAC2 ag -5%, PLK1 PBD inh 4%, PI5P4K alpha inh 15, EPAC1 agonist -4%, CCT modulator -1.5, IL2 activator -7.3, EPAC1 antag -1% and WRN helicase inh 1%.
`Cc1ccc(C(=O)N/C(=C/c2ccc(F)cc2)C(=O)NCc2ccncc2)cc1` gave EPAC2 ag 4%, PLK1 PBD inh -5%, PI5P4K alpha inh 1, EPAC1 agonist 7%, CCT modulator -3.2, IL2 activator -1.0, EPAC1 antag -15% and WRN helicase inh 1%.
For Cc1ccc(Nc2c(-c3ccc(C)o3)nc3cnccn23)cc1 the results were EPAC2 ag 9%, PLK1 PBD inh 14µM*, PI5P4K alpha inh -10, EPAC1 agonist -3%, CCT modulator -2.2, IL2 activator 0.5, EPAC1 antag -1% and WRN helicase inh -10%.

A stretch from the list above:
For Clc1ccccc1OCc1nnc(-c2ccccc2)o1 the results were EPAC2 ag 9%, PLK1 PBD inh inconclusive, PI5P4K alpha inh 4, EPAC1 agonist -7%, CCT modulator -11, IL2 activator -1.2, EPAC1 antag -18% and WRN helicase inh -8%.
O=C(Nc1ccc(S(=O)(=O)N2CCOCC2)cc1)c1ccc(S(=O)(=O)N2CCOCC2)cc1 was read as EPAC2 ag 11%, PLK1 PBD inh -7%, PI5P4K alpha inh 3, EPAC1 agonist 0%, CCT modulator 0.8, IL2 activator 0.0, EPAC1 antag -3% and WRN helicase inh -1%.
